High-throughput results as filed in PubChem.
GLP1R cytotox: cytotoxicity counter-screen for GLP-1 receptor inverse agonists. AID 624418. HEK293 cAMP-luciferase reporter cells, luminescence, 24 h. 0.13% of 410,000 active. Potency, µM (doses to about 38.3 µM), for inactives: top-dose activity change, negative = inhibition, actives largely listed as inhibitors;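 also: loss of luciferase light is scored as toxicity; % is scaled to controls: 0 for no effect and ±100 for the full control effect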
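Quantitative HTS format, 1536 wells, 200 cells/uL seeded. Compounds: 23 nL, 24 h, 37 °C. Detection: luciferase reagent, luminescence at 12 min RT; decreased signal taken as cytotoxic.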
TDP43 rescue: inhibitors of TDP-43 toxicity in yeast | TDP-43 expressing yeast growth rescue, BacTiter-Glo, 24 h | Potency, µM (titrated, usually from 46.1 µM), for the others: at the top dose growth rescue (activation), usual class: activators | 1.8% of 410,000 active; also: % of control where 0% means no effect; nearly all actives have a fitted effect of over 50% in size
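Luminescence from BacTiter-Glo reports growth of TDP-43-expressing yeast after 24 hr at 30 deg C with compound. Cells were raffinose-pregrown to mid-log, then seeded in galactose medium at OD600=0.02.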
HT1080 IDH1KD tx: kills HT-1080 cells with IDH1 knockdown. 2% of 360,000 active. AID 686971. Potency, µM (highest dose often 46.1 µM), for inactives: at the highest dose activity, negative = toxicity, hits mostly cytotoxic. HT-1080 IDH1 knockdown viability, ATP luminescence, 48 h;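 also: 0% = DMSO wells and -100% = cell-free medium wells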
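After a 2 h attachment period, IDH1KD HT-1080 cells took pin-transferred compound for 48 h at 37 °C; ATP-based luminescence after 10 min room-temperature reagent incubation reported viability.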
HT1080-NT tox: kills 2HG-producing HT-1080-NT fibrosarcoma cells | 1.6% of 360,000 active | AID 686970 | Potency, µM (series often up to 46.1 µM), for the others: at the top dose activity, negative = less viability, actives largely listed as cytotoxic | HT-1080-NT fibrosarcoma viability, CellTiter-Glo ATP luminescence, 48 h;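 also: NT is the 2HG producing partner of a matched IDH1 knockdown line; 0% = DMSO-treated cells and -100% = media-only wells without cells; nearly all actives have a fitted effect of over 55% in size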
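Viability by CellTiter-Glo luminescence after 48 h compound exposure at 37C of HT-1080-NT cells (750/well, RPMI, 5% FBS). % activity scaled between DMSO wells and medium-only wells, then curve-fitted and categorized by curve class.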
GLP1R ag: GLP-1 receptor (human) agonism; Potency, µM (series often up to 45.6 µM), without a hit: at the highest dose activation, most hits filed as activators; AID 624172; HEK293 GLP-1R CRE-luciferase, luminescence, 4-6 h; cells express a hypersensitive GLP-1R form; P43220; 0.007% of 380,000 active; also: % of control where 0% means no effect
Target sequence (P43220 whole entry, looked up): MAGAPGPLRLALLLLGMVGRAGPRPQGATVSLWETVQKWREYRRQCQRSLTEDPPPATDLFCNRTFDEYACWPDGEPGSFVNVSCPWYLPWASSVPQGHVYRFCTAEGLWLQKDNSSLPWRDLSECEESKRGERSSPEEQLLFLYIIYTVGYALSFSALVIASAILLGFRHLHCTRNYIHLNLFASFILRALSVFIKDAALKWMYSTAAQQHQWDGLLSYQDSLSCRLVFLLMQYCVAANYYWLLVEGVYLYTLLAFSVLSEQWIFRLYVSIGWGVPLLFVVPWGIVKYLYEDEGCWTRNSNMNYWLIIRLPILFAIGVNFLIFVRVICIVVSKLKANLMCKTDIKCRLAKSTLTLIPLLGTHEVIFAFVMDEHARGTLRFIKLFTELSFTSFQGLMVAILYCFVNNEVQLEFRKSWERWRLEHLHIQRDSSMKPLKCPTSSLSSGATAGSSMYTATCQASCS
KB-V1 MDR tox: kills drug-selected multidrug resistant KB-V1 cells; KB-V1 MDR cells viability, CellTiter-Glo, 72 h; Potency, µM (highest dose often 46.1 µM), without a hit: at the highest dose activity change, negative = cytotoxicity, usual class: cytotoxic; 3.4% of 400,000 active; AID 1347076; also: % is scaled to controls: 0 for no effect and ±100 for the full control effect; nearly all actives have a fitted effect of over 60% in size
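Drug-selected KB-V1 cells, grown in DMEM lacking phenol red with 10% FBS, receive compound titrations; after three days at 37 degrees C, surviving cell ATP is quantified by CellTiter-Glo luminescence and responses normalized and curve-fitted.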
GLP1R inv ag: inverse agonists of human GLP-1 receptor; P43220; HEK293 GLP-1R CRE-luciferase, luminescence, 24 h; GLP-1R form is constitutively active; Potency, µM (doses to about 38.3 µM), for the others: at the highest dose activity change, negative = inhibition, hits mostly inhibitors; 1.6% of 410,000 active; AID 624417; also: % is scaled to controls: 0 for no effect and ±100 for the full control effect; nearly all actives have a fitted effect of over 55% in size
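Assay principle: reduced luminescence from a cAMP-responsive reporter in HEK293 cells co-expressing a constitutively active GLP-1R. Conditions: 24 hr compound incubation, 37 deg C, 5% CO2.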
KB-3-1 tox: KB-3-1 parental cell cytotoxicity; KB-3-1 viability, CellTiter-Glo ATP luminescence, 72 h; 1.4% of 400,000 active; AID 1347075; Potency, µM (doses to about 46.1 µM), for inactives: top-dose activity change, negative = cytotoxic, hits mostly cytotoxic; also: % is scaled to controls: 0 for no effect and ±100 for the full control effect; nearly all actives have a fitted effect of over 60% in size
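Cytotoxicity measured as CellTiter-Glo luminescence after 72 h at 37 C. Compound titrations were pinned onto drug-naive KB-3-1 parental adenocarcinoma cells grown in DMEM with 10% FBS, and normalized data fitted to concentration-response curves.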
SW480 rereplic: induces DNA re-replication in SW480 colon adenocarcinoma cells. SW480 DNA re-replication, Hoechst DNA content imaging, 48 h. 1.8% of 340,000 active. Potency, µM (series often up to 46.1 µM), without a hit: at the highest dose re-replication activation, actives largely listed as activators; also: % of control where 0% means no effect; nearly all actives have a fitted effect of over 55% in size
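Image-based read-out: total Hoechst fluorescence of nuclei (405 nm excitation, 500-530 nm emission), with hits raising the fraction of high-intensity nuclei. SW480 colon cells incubated 48 hr with compounds at 37 C.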
Active calls of the source: *; ? = inconclusive; . = no result given; & = joins results of further samples; [ ] = dose if it differs, or a comment. Calls follow the shape of the dose curve; as a rule, active = well fitted curve in the direction sought with a large enough effect; inconclusive = small, poorly fitted or top-dose-only effect, or another doubt; inactive = no such curve, though single readings can be large; an effect the other way counts as inactive or inconclusive. Potency is read from the fitted curve at half-maximal effect.

structure | HT1080 IDH1KD tx | KB-V1 MDR tox | GLP1R ag | SW480 rereplic | HT1080-NT tox | GLP1R inv ag | TDP43 rescue | GLP1R cytotox | KB-3-1 tox
NS(=O)(=O)c1ccc(CNC(=O)c2ccc(Cl)cc2[N+](=O)[O-])cc1 | 16.8% | 0.0% | -6.5% | 4.5% | 11.0% | 11.8% | 21.6% | 0.4% | -1.2%
COc1ccc(OC)c(C(=O)Nc2c(O)ccc3ccccc23)c1 | -16.1% | -22.9% | ? | -0.8% | -11.7% | ? | 11.2µM* | -3.4% | -10.3%
CC1=NN(C(=O)c2ccc(Cn3nc(C)cc3C)o2)C(O)(C(F)(F)F)C1 (configuration not stated) | 6.31µM* | -0.2% | -4.6% | 3.66µM* | 7.08µM* | -4.8% | -6.0% | -25.2% | 0.0%
CCOc1ccc(S(=O)(=O)Nc2ccc(S(=O)(=O)Nc3cc(OC)ccc3OC)cc2)cc1 | ? | 3.3% | -0.6% | 16.1% | -16.8% | 0.0% | -8.0% | 1.2% | -21.5%
CCN(CC)S(=O)(=O)c1ccc2c(c1)N(CC(=O)NCc1ccccc1)C(=O)CS2 | . | -19.5% | . | . | . | -23.0% | 7.0% | 2.8% | 1.0%
O=C(OCC(=O)c1ccc(Cl)s1)c1ccc2ccccc2n1 | -5.3% | -0.7% | -20.3% | ? | 1.9% | 7.0% | -19.1% | 5.7% | 1.3%
CCCC(c1nnnn1Cc1ccco1)N1CCN(c2ccccc2)CC1 (configuration not stated) | 6.8% | -0.1% | 9.0% | -3.0% | 10.3% | 9.5% | 1.2% | -3.0% | 4.9%
C/C(=N\NC(=O)C(N)=O)c1ccc2c(c1)OCCO2 | 2.8% | 0.1% | 6.7% | -2.1% | 5.6% | 8.6% | 23.6% | 8.9% | 4.0%
CCC1CCCCN1C(=O)CSc1nc2c([nH]c3ccccc32)c(=O)n1C (configuration not stated) | 2.7% | 23.1µM* | -7.9% | -4.2% | 8.7% | 7.4% | -5.6% | 2.6% | 3.7%
O=C(CN1CCN(C(c2ccccc2)c2ccccc2)CC1)NC(=O)NCc1ccco1 | -25.8% | 2.31µM* | -4.1% | ? | -12.5% | -16.2% | 9.7% | 2.4% | -12.3%
Cc1cc(=O)oc2cc(OCC(=O)NCCCN3CCCC3=O)ccc12 | -7.6% | ? | 1.0% | -4.9% | 9.6% | 25.5% | 15.9% | -15.0% | 4.0%
CCN1CCN(C(=S)NCc2ccc(C)cc2)CC1 | -4.2% | 0.0% | -0.7% | 2.5% | -1.1% | 12.7% | -1.9% | 13.9% | 11.5%
Cc1nnc(NC(=O)CCCCCN2C(=O)C3C4C=CC(C4)C3C2=O)s1 (configuration not stated) | 4.5% | 0.3% | 2.7% | -5.5% | 12.7% | 11.5% | 16.8% | -7.5% | 5.2%
Nc1nc(CN2CCN(Cc3ccc4c(c3)OCO4)CC2)nc(Nc2ccccc2)n1 | -0.9% | -9.2% | -4.0% | -8.3% | -2.3% | 0.0% | -13.5% | -7.1% | -2.3%
CCCN1C(=O)/C(=N\OCC(=O)NC23CC4CC(CC(C4)C2)C3)c2ccccc21 | -0.7% | 16.4µM* | -0.7% | 3.6% | -5.1% | ? | 1.1% | -26.4% | 3.7%
COc1ccc(CN(Cc2ccco2)c2cnc(S(C)(=O)=O)nc2C(=O)Nc2ccc(C)c(C)c2)cc1 | . | 0.0% | . | . | . | 0.5% | -8.6% | -9.8% | -10.2%
Cc1cc(C)nc(Nc2n[nH]c(C)n2)n1 | 8.8% | 16.2% | -0.5% | 4.4% | 6.9% | 0.7% | 2.1% | 8.4% | 0.8%
Cc1nc2c3ccccc3nc(NNC(=O)CCC(=O)N3CCC(C)CC3)n2n1 | 2.2% | 1.4% | 8.4% | -0.1% | 2.4% | 6.2% | 11.3% | 4.7% | 4.7%
CC1(C)C(=O)OC(c2c3ccccc3cc3ccccc23)C(C)(C)C1=O (configuration not stated) | -15.8% | -3.7% | 9.1% | ? | -9.8% | ? | 1.3% | 2.0% | 10.0%
N#CCCN1CCN(C2=NC(=O)/C(=C\c3cccs3)S2)CC1 | 3.6% | ? | 7.4% | -5.6% | 4.8% | 5.0% | -4.2% | -1.2% | 21.9%
CCn1c(C(=O)N2CCCC(C(=O)N3CCN(c4cc(C)ccc4C)CC3)C2)cc2sccc21 (configuration not stated) | . | -15.0% | . | . | . | 1.5% | 23.3% | 42.6%[activator] | ?
CCC(NC(=O)C1CCC1)c1ccccc1 (configuration not stated) | 2.3% | 2.7% | -7.5% | 4.4% | 7.4% | -2.1% | 5.8% | 1.5% | 3.8%
Cc1ccc(S(=O)(=O)NC(CC(C)C)C(=O)N2CCCC2)cc1 (configuration not stated) | -2.6% | -24.0% | 4.4% | 21.0% | -3.6% | 15.3% | 4.3% | 2.7% | 19.1%
Cc1c(O)c(CN2CCCC2)cc2c1oc(=O)c1ccccc12 | 9.0% | -24.0% | 7.7% | 1.7% | 14.8% | 5.9% | -4.3% | 5.6% | 13.4%
Cc1cccc(N(Cc2nnc3n2CCCCC3)C(=O)Nc2ccccc2)c1 | -1.4% | -2.8% | 30.3% | -3.0% | 1.5% | 31.8%[activator] | 0.0% | 8.3% | -8.5%
O=S(=O)(NC1C2CC3CC(C2)CC1C3)c1ccccc1 (configuration not stated) | -10.8% | 16.8% | 4.2% | -0.2% | -1.1% | ? | -36.9%[inhibitor] | -7.5% | -2.5%
CCCNC(=O)C(Cc1ccc(F)cc1)NC(=O)c1ccccc1 (configuration not stated) | 2.0% | 0.0% | -1.4% | 4.0% | 20.5% | 19.7% | -5.2% | 19.6% | -25.8%
Cc1cccnc1NC(=O)c1c(O)c2ccccc2n(C)c1=O | -29.5% | 7.31µM* | -22.3% | 13.0% | ? | -23.7% | -0.8% | -3.5% | 1.5%
Cc1ccc(C(=O)Nc2nnc(S(=O)(=O)N3CCOCC3)s2)cc1 | 0.9% | -4.2%&28.9% | 9.9% | -17.4% | 2.9% | 13.0%&9.6% | 0.0%&18.4% | -2.4%&0.3% | 3.2%&5.8%
CC(C)(C)c1ccc(C(=O)Cn2nc(C(=O)O)c3ccccc3c2=O)cc1 | 0.9% | -18.0% | -5.7% | 7.1% | ? | ? | 2.1% | -14.0% | -3.3%
CCOC(=O)c1sc(NC(=O)CSc2nc(C)cc(-c3ccccc3)n2)c(C#N)c1C | -7.0% | -3.5% | 7.8% | 0.5% | 18.5% | 3.9% | -13.1% | -49.4% | -3.3%
Cc1ccc(O)c(C(=O)c2cnn(C(=O)c3cccc(S(=O)(=O)N(C)C)c3)c2)c1 | 11.8% | 3.5% | -8.1% | -3.3% | 8.7% | ? | 1.3% | 12.0% | -15.3%
COc1ccc(C(=O)NCC(=O)OCC(=O)NCc2cccs2)cc1 | -6.5% | 15.1% | -6.6% | -2.6% | -4.7% | 5.0% | 15.2% | 0.2% | -0.8%
O=S(=O)(c1ccc(NCC2CCCCC2)nc1)N1CCOCC1 | 0.1% | 0.0% | 12.2% | 1.4% | 0.0% | -19.5% | 9.7% | -13.1% | 0.0%
Cc1ccoc1C(=O)N1CCCC(CCC(=O)N2CCN(c3ccccn3)CC2)C1 (configuration not stated) | ? | ? | 5.1% | -0.7% | 4.7% | -18.6% | -20.6% | -4.7% | -6.3%
Cn1c(=O)c2ncn(CC(=O)NCCOc3ccccc3)c2n(C)c1=O | 1.7% | -26.1% | 8.7% | -12.9% | 14.6% | 0.0% | -18.2% | -0.7% | -4.1%
COc1cc(CCC(=O)N2CCN(c3ccccc3Cl)CC2)cc(OC)c1OC | 4.3% | -9.4% | 22.5% | 3.6% | 14.5% | -20.5% | 21.2% | -6.6% | 3.2%
CSc1nc2c(c(-c3ccc(O)cc3)c1C#N)CCC2 | ? | -48.6% | 4.4% | 9.1% | ? | ? | -5.3% | -23.9% | ?
O=C(/C=C/c1ccc(Cl)cc1)N(Cc1ccccc1)C1CCS(=O)(=O)C1 (configuration not stated) | -8.0% | ? | 17.5% | -80.2%[inhibitor] | -5.1% | -21.1% | 9.6% | -9.6% | 12.8%
COCCCNC(=S)N/N=C/c1ccc2c(c1)OCO2 | 8.0% | -5.9% | 14.3% | 14.0% | 10.5% | ? | ? | ? | 1.4%
CCn1c(SCC(=O)NNC(=O)c2ccco2)nnc1-c1ccco1 | 2.8% | 4.2% | -0.9% | -0.9% | -4.5% | 1.4% | -22.7% | 0.4% | 0.0%
COc1ccc(-c2cc(=O)n(-c3nc4ccccc4[nH]3)[nH]2)cc1 | ? | -12.2% | -23.0% | ? | 22.4µM* | 0.0% | 1.7% | -22.1% | 20.6µM*
CCOC(=O)C1=C(CN2CCOCC2)NC(=O)NC1c1cccc([N+](=O)[O-])c1 (configuration not stated) | 4.3% | 0.8% | 5.7% | -5.8% | 7.4% | -26.7% | -9.8% | -7.0% | -8.7%
Cc1ccc(O)c(C(CC(=O)N2CCCC2)c2ccccc2)c1 (configuration not stated) | 10.9% | -5.9% | -0.7% | -1.4% | 14.6% | ? | -24.7% | -23.3% | -8.3%

Two neighbouring records already listed, for reference:
structure | HT1080 IDH1KD tx | KB-V1 MDR tox | GLP1R ag | SW480 rereplic | HT1080-NT tox | GLP1R inv ag | TDP43 rescue | GLP1R cytotox | KB-3-1 tox
CCOC(=O)c1sc(NC(=O)CSc2nc(C)cc(-c3ccccc3)n2)c(C#N)c1C | -7.0% | -3.5% | 7.8% | 0.5% | 18.5% | 3.9% | -13.1% | -49.4% | -3.3%
Cc1ccc(O)c(C(=O)c2cnn(C(=O)c3cccc(S(=O)(=O)N(C)C)c3)c2)c1 | 11.8% | 3.5% | -8.1% | -3.3% | 8.7% | ? | 1.3% | 12.0% | -15.3%
